TDP-43 yeast inh: rescues yeast growth from TDP-43 toxicity; TDP-43 expressing yeast growth rescue, BacTiter-Glo, 24 h; Potency, µM (series often up to 46.1 µM), inactives show at the highest dose growth rescue (activation), hits mostly activators; actives 1.8% (n = 410,000); AID 652104; further: potency means the concentration at half of the fitted maximal effect; % of control where 0% means no effect; nearly all actives have a fitted effect of over 50% in size
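Growth rescue of TDP-43-toxic yeast measured as ATP luminescence (BacTiter-Glo). Cells grown to mid-log in raffinose, induced in galactose at OD600=0.02, exposed to compound 24 hr at 30 deg C.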
DRD3 antagonist: D3 dopamine receptor (human) antagonism; P35462; D3R cells, DiscoveRx beta-arrestin luminescence, antagonist mode; hits give low values; max response, negative = inhibition, %; actives 2.5% (n = 360,000); in the data active means max response below about -50%; inconclusive means no clear call, values can overlap the other calls; further: on the % scale 0 is the no-effect control and ±100 the full control effect; mostly tested at two doses, the higher about 12 µM
Target sequence (P35462 whole entry, looked up): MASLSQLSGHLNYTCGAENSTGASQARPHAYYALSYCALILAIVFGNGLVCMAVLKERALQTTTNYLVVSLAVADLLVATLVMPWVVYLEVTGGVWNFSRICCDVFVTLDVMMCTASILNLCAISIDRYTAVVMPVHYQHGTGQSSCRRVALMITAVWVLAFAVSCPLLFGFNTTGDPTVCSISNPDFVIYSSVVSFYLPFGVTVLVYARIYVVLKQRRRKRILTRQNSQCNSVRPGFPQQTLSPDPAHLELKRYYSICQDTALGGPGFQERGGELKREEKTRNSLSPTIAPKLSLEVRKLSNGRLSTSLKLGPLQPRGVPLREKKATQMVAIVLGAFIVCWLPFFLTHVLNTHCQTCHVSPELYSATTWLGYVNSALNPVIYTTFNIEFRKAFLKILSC
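Cells plated overnight at 1500 cells/well, then exposed to library compounds with dopamine controls for 90 minutes at 37 degrees C. DiscoveRx reagent added for 30–60 minutes at room temperature; luminescence read, quantitative HTS format.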
aSyn rescue: inhibitors of alpha-synuclein toxicity in yeast. Yeast expressing alpha-synuclein, growth rescue, BacTiter-Glo, 24 h. actives 0.14% (n = 370,000). Potency, µM (top dose mostly 46.1 µM), without a hit: at the top dose growth rescue (activation), most hits filed as activators; further: potency means the concentration at half of the fitted maximal effect; % of control where 0% means no effect; nearly all actives have a fitted effect of over 65% in size
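Screening used galactose-induced yeast with toxic alpha-synuclein levels, exposed to compound for 24 hr at 30 deg C. Cell growth, read with BacTiter-Glo luminescence, gave the measured signal.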
Abeta yeast res: A-beta toxicity reversal in yeast; yeast expressing A-beta42, growth rescue, OD600, 48 h; response scale: 0% DMSO, 100% iron-clioquinol control; Potency, µM (series often up to 46.1 µM), inactives show at the highest dose growth rescue, most hits filed as activators; actives 0.063% (n = 410,000); further: potency means the concentration at half of the fitted maximal effect; nearly all actives have a fitted effect of over 55% in size
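Growth rescue measured by 600 nm absorbance after 48 h yeast culture at 30 C with compound. Values normalized between DMSO and an equimolar ferric chloride plus clioquinol control.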
GLP1R ag: agonists of human GLP-1 receptor; P43220; HEK293 GLP-1R CRE-luciferase, luminescence, 4-6 h; cells express a hypersensitive GLP-1R form; actives 0.007% (n = 380,000); Potency, µM (top dose mostly 45.6 µM), for inactives: at the top dose activation, usual class: activators; further: potency means the concentration at half of the fitted maximal effect; % of control where 0% means no effect
Target sequence (P43220 whole entry, looked up): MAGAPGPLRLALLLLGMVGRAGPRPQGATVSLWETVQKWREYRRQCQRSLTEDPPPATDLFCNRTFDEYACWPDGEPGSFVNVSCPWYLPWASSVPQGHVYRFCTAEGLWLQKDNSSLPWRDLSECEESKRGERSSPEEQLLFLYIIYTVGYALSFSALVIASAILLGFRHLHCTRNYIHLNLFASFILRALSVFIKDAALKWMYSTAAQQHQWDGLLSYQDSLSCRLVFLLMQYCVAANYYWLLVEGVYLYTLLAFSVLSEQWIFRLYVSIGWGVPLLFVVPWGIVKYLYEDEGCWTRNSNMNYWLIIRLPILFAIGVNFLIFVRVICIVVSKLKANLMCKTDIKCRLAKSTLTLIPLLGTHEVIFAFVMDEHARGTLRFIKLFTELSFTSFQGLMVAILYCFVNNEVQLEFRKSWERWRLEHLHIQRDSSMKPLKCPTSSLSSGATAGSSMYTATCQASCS
Akt phos inh: blocks phosphorylation of Akt; actives 0.32% (n = 360,000); AID 651550; activity change, % for hits at 50 µM; Neuro2A IGF-stimulated pAkt S473 HTRF, 20 min; hits give low values; in the data active means activity change below about -80%; inconclusive means mostly about -51% to -80%; further: on the % scale 0 is the no-effect control and ±100 the full control effect
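Neuro2A cells in DMEM with 0.5% FBS, overnight at 37 deg C, given compound at single 50 µM final, then IGF (6 nM final) for 20 min at 37 deg C. Lysed; phospho-Akt Ser473 by HTRF after 24 h, 665/615 ratio.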
PTHR1 ag: activates the human parathyroid hormone receptor PTHR1. Q03431. Potency, µM (titrated, usually from 115 µM), without a hit: top-dose activation, usual class: activators. actives 0.075% (n = 410,000). HEK293 GP2 PTHR1 cells, GloSensor cAMP luminescence, 1 h; further: potency means the concentration at half of the fitted maximal effect; nearly all actives have a fitted effect of over 55% in size; some results filed as inactive show a strong effect at the top dose; inactives centre near -15; many of its hits are not listed in these tables
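HEK-293-derived GP2 cells expressing PTHR1 and a GloSensor cAMP reporter, 3,000/well, plated overnight, given luciferin plus IBMX (each 0.5 mM as added) for 1 h at 37 °C, then compound for 1 h at 37 °C. Luminescence was read after 15 min at room temperature.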
FUS yeast rescue: FUS proteinopathy suppression in yeast; actives 0.24% (n = 390,000); S. cerevisiae FUS-expressing, growth rescue, OD600, 24 h; Potency, µM (doses to about 76.6 µM), for the others: top-dose growth rescue (activation), actives largely listed as activators;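 further: potency means the concentration at half of the fitted maximal effect; plate controls were DMSO vehicle for no effect and reference control for full effect; nearly all actives have a fitted effect of over 55% in size; some results filed as inactive show a strong effect at the top dose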
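Steps: raffinose overnight preculture; dilution to OD 0.005 in 2% galactose minimal medium; compound addition (concentration series); 24hr at 30C, 99% humidity; absorbance read at 600 nm.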
GLP-1R inv ag: inverse agonists of human GLP-1 receptor; P43220; HEK293 GLP-1R CRE-luciferase, luminescence, 24 h; GLP-1R form is constitutively active; Potency, µM (titrated, usually from 38.3 µM), inactives show at the highest dose activity change, negative = inhibition, most hits filed as inhibitors; actives 1.6% (n = 410,000); AID 624417; further: potency means the concentration at half of the fitted maximal effect; on the % scale 0 is the no-effect control and ±100 the full control effect; nearly all actives have a fitted effect of over 55% in size
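Inverse agonism was detected as reduced cAMP-driven luciferase luminescence after 24 h compound treatment. The cells were HEK293 clones expressing constitutively active human GLP-1R with the reporter. Reporter-only and GPR119 cell lines served as counterscreen controls.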
* hit, by the source's call; [ ] = dose if it differs, or a comment. Unless noted, the call rests on the fitted dose curve; in most records, active means well fitted curve in the direction sought with a large enough effect; inconclusive means small, poorly fitted or top-dose-only effect, or another doubt; inactive means no such curve, though single readings can be large; an effect the other way counts as inactive or inconclusive.

Start of the data: the first 2 entries (preview)
Results for O=c1c2c([nH]n1-c1ccccc1)CCSC2 ?
TDP-43 yeast inh: -2%; DRD3 antagonist: 15; aSyn rescue: 5%; Abeta yeast res: 23%; GLP1R ag: -3%; Akt phos inh: inactive; PTHR1 ag: -5%; FUS yeast rescue: 44%; GLP-1R inv ag: inconclusive

Results for O=C(O)c1cccc(S(=O)(=O)Nc2ccccc2-c2ccccc2)c1 ?
TDP-43 yeast inh: -7%; DRD3 antagonist: -2; aSyn rescue: 2%; Abeta yeast res: 7%; GLP1R ag: 1%; Akt phos inh: inactive; PTHR1 ag: inactive; FUS yeast rescue: -36%; GLP-1R inv ag: -4%

All compounds of this part, from the first entry:
Results for O=c1c2c([nH]n1-c1ccccc1)CCSC2 ?
TDP-43 yeast inh: -2%; DRD3 antagonist: 15; aSyn rescue: 5%; Abeta yeast res: 23%; GLP1R ag: -3%; Akt phos inh: inactive; PTHR1 ag: -5%; FUS yeast rescue: 44%; GLP-1R inv ag: inconclusive

Results for O=C(O)c1cccc(S(=O)(=O)Nc2ccccc2-c2ccccc2)c1 ?
TDP-43 yeast inh: -7%; DRD3 antagonist: -2; aSyn rescue: 2%; Abeta yeast res: 7%; GLP1R ag: 1%; Akt phos inh: inactive; PTHR1 ag: inactive; FUS yeast rescue: -36%; GLP-1R inv ag: -4%

What do the screens show for `COc1ccc(C(=O)N/N=C(\C)CC(=O)Nc2ccc(N(C)C)cc2)c(OC)c1`?
TDP-43 yeast inh: 7%; DRD3 antagonist: 10; aSyn rescue: 3%; Abeta yeast res: 6%; GLP1R ag: 3%; Akt phos inh: inactive; PTHR1 ag: inactive; FUS yeast rescue: 41%; GLP-1R inv ag: 4%

What do the screens show for `Cc1cc(C)c(C)c(S(=O)(=O)NCc2ccc(C(=O)N3CCCC3)cc2)c1C`?
TDP-43 yeast inh: 3%[9.22 µM]; DRD3 antagonist: -5; aSyn rescue: 9%; Abeta yeast res: -5%; GLP1R ag: 8%; Akt phos inh: inactive; PTHR1 ag: inactive; FUS yeast rescue: 7%; GLP-1R inv ag: -2%[7.66 µM]

Results for Cc1ccccc1-c1nc2cc(N)ccc2o1 ?
TDP-43 yeast inh: 25%; DRD3 antagonist: 1; aSyn rescue: 9%; Abeta yeast res: -7%; GLP1R ag: 16%; Akt phos inh: inactive; PTHR1 ag: -18%; GLP-1R inv ag: 4%

How did N#CC1=C(Nc2ccccc2Cl)SC(c2ccccc2O)NC1=O (stereo unspecified) do in these assays?
TDP-43 yeast inh: 29%; DRD3 antagonist: -1; aSyn rescue: inconclusive; Abeta yeast res: 17%; GLP1R ag: -4%; Akt phos inh: inactive; PTHR1 ag: -21%; FUS yeast rescue: -25%; GLP-1R inv ag: 13%

What do the screens show for `CN(CC(=O)NCCc1ccc(F)cc1)Cc1cccs1`?
TDP-43 yeast inh: -13%; DRD3 antagonist: 1; aSyn rescue: 0%; Abeta yeast res: -6%; GLP1R ag: 13%; Akt phos inh: inactive; PTHR1 ag: inactive; FUS yeast rescue: 15%; GLP-1R inv ag: -12%

Results for CN(C1CCCCC1)S(=O)(=O)c1ccc(S(=O)(=O)N2CCN(CCC#N)CC2)cc1 ?
TDP-43 yeast inh: 0%; DRD3 antagonist: -14; aSyn rescue: 0%; Abeta yeast res: -34%[inhibitor]; GLP1R ag: -1%; Akt phos inh: inactive; PTHR1 ag: inactive; FUS yeast rescue: -17%; GLP-1R inv ag: 5%

How did O=c1c2ccccc2oc2nc(-c3ccco3)n(-c3ccccc3)c(=O)c12 do in these assays?
TDP-43 yeast inh: -15%; DRD3 antagonist: -18; aSyn rescue: -2%; Abeta yeast res: 10%; GLP1R ag: 3%; Akt phos inh: inactive; PTHR1 ag: inactive; FUS yeast rescue: 6%; GLP-1R inv ag: 11%

Results for O=C(NCc1c(O)ccc2ccccc12)c1ccccc1 ?
TDP-43 yeast inh: 20µM*; DRD3 antagonist: 12; aSyn rescue: 7%; Abeta yeast res: inconclusive; GLP1R ag: 2%; Akt phos inh: inactive; PTHR1 ag: -19%; FUS yeast rescue: -4%; GLP-1R inv ag: inconclusive

How did CCOC(=O)COc1ccc(/C=C2/C(=O)NN(c3ccc(F)cc3)C2=O)cc1OC do in these assays?
TDP-43 yeast inh: -15%; DRD3 antagonist: -29; aSyn rescue: -10%; Abeta yeast res: -5%; GLP1R ag: -2%; Akt phos inh: inactive; PTHR1 ag: -35%[inhibitor]; FUS yeast rescue: -3%; GLP-1R inv ag: inconclusive

How did COc1ccccc1CNC(=O)CCC(=O)Nc1nnc(C(C)C)s1 do in these assays?
TDP-43 yeast inh: -16%; DRD3 antagonist: -2; aSyn rescue: -4%; Abeta yeast res: 4%; GLP1R ag: -1%; Akt phos inh: inactive; PTHR1 ag: inactive; FUS yeast rescue: 24%; GLP-1R inv ag: -8%

How did COc1cc(OC)cc(C(=O)N[C@H](C(=O)Nc2nnc(C3CC3)s2)C(C)C)c1 do in these assays?
TDP-43 yeast inh: -11%; DRD3 antagonist: -23; aSyn rescue: -1%; Abeta yeast res: -4%; GLP1R ag: 4%; Akt phos inh: inactive; PTHR1 ag: -4%; FUS yeast rescue: -8%; GLP-1R inv ag: -8%

What do the screens show for `Cc1ccc(S(=O)(=O)N2CCN(C(=O)c3ccccc3OCc3c(C)noc3C)CC2)cc1`?
TDP-43 yeast inh: 3%; DRD3 antagonist: -8; aSyn rescue: -9%; Abeta yeast res: -19%; GLP1R ag: 0%; Akt phos inh: inactive; PTHR1 ag: inactive; FUS yeast rescue: 33%; GLP-1R inv ag: inconclusive

Results for O=C(CSc1nnc(N2CCCC2)n1-c1cccc(Cl)c1)N1CCN(c2ccccn2)CC1 ?
TDP-43 yeast inh: -9%; DRD3 antagonist: -15; aSyn rescue: -12%; Abeta yeast res: -6%; GLP1R ag: -1%; Akt phos inh: inactive; PTHR1 ag: -4%; FUS yeast rescue: 23%; GLP-1R inv ag: inconclusive

How did CS(=O)(=O)N(CC(=O)Nc1ccccc1Cl)c1ccc(Cl)cc1 do in these assays?
TDP-43 yeast inh: 17%; DRD3 antagonist: 12; aSyn rescue: 11%; Abeta yeast res: 9%; GLP1R ag: 6%; Akt phos inh: inactive; PTHR1 ag: inactive; FUS yeast rescue: -4%; GLP-1R inv ag: inconclusive

What do the screens show for `CSCCC(NS(=O)(=O)c1ccc2c(c1)OCCO2)C(=O)N(C)Cc1ccc(C)cc1` (stereo unspecified)?
TDP-43 yeast inh: 17%; DRD3 antagonist: 11; aSyn rescue: -2%; Abeta yeast res: 13%; GLP1R ag: 2%; Akt phos inh: inactive; PTHR1 ag: -21%; FUS yeast rescue: 37%; GLP-1R inv ag: inconclusive

How did COc1ccc(NC(=O)NCc2cccnc2)cc1OC do in these assays?
TDP-43 yeast inh: -14%; DRD3 antagonist: 16; aSyn rescue: -1%; Abeta yeast res: -6%; GLP1R ag: -6%; Akt phos inh: inactive; PTHR1 ag: inactive; FUS yeast rescue: 7%; GLP-1R inv ag: 12%

Results for CCn1cc(C(=O)NCCCN2CCC(C)CC2)c(=O)c2cc(S(=O)(=O)N3CCCC3)ccc21 ?
TDP-43 yeast inh: 0%; DRD3 antagonist: 8; aSyn rescue: 24%; Abeta yeast res: 7%; GLP1R ag: -5%; Akt phos inh: inactive; PTHR1 ag: -13%[57.5 µM]; FUS yeast rescue: 11%; GLP-1R inv ag: 0%

How did NC(=O)c1ccc(NC(=O)COC(=O)CC2CC3CCC2C3)cc1 (stereo unspecified) do in these assays?
TDP-43 yeast inh: 0%; DRD3 antagonist: -5; aSyn rescue: 6%; Abeta yeast res: 17%; GLP1R ag: 11%; Akt phos inh: inactive; PTHR1 ag: inactive; FUS yeast rescue: 1%; GLP-1R inv ag: 0%

How did O=C(CN1CCN(Cc2ccccc2)CC1)Nc1ccc(Br)cc1 do in these assays?
TDP-43 yeast inh: -6%; DRD3 antagonist: -6; aSyn rescue: -5%; Abeta yeast res: -15%; GLP1R ag: 8%; Akt phos inh: inactive; PTHR1 ag: -32%[inhibitor]; FUS yeast rescue: -12%; GLP-1R inv ag: inconclusive

How did COCCNC(=O)/C(C#N)=C/c1cn(CC(=O)NCc2ccco2)c2ccccc12 do in these assays?
TDP-43 yeast inh: 3%; DRD3 antagonist: 7; aSyn rescue: 8%; Abeta yeast res: -4%; GLP1R ag: 7%; Akt phos inh: inactive; PTHR1 ag: inactive; FUS yeast rescue: 13%; GLP-1R inv ag: -13%

How did Cc1ccc(C(=O)N2CCN(c3ccc(NC(=O)c4ccc5c(c4)OCCO5)cc3)CC2)cc1 do in these assays?
TDP-43 yeast inh: -2%; DRD3 antagonist: 61; aSyn rescue: -5%; Abeta yeast res: 3%; GLP1R ag: -2%; Akt phos inh: inactive; PTHR1 ag: -28%; FUS yeast rescue: 0%; GLP-1R inv ag: 9%

Results for O=C(CN1CCC(C(=O)c2cccc(Cl)c2)CC1)Nc1ccc(C(=O)O)cc1 ?
TDP-43 yeast inh: -32%[inhibitor]; DRD3 antagonist: -3; aSyn rescue: 5%; Abeta yeast res: -13%; GLP1R ag: 1%; Akt phos inh: inactive; PTHR1 ag: 0%; FUS yeast rescue: 8%; GLP-1R inv ag: 4%

What do the screens show for `CCCCC(c1nnnn1CC1CCCO1)N1CCN(c2nc3ccccc3s2)CC1` (stereo unspecified)?
TDP-43 yeast inh: -4%; DRD3 antagonist: -25; aSyn rescue: -3%; Abeta yeast res: -4%; GLP1R ag: 6%; Akt phos inh: inactive; PTHR1 ag: -9%; FUS yeast rescue: 39%; GLP-1R inv ag: 10µM*

This is a subset. The share of hits here may be higher or lower than overall.
